Compound activity from PubChem.
m5-HT2A agonist: agonists of mouse serotonin 5-HT2A receptor (HTR2A) | P35363 | CHO-K1 mHTR2A beta-arrestin complementation, luminescence; percent of 30 µM serotonin response | activation, % at 7.6 µM | 0.66% of 360,000 active | AID 624169;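 active means activation above a run cutoff, the mean activation of all tested compounds plus 3 SD, cut at about 14% in these data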;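 further: 0% = plate median of compound wells and 100% = 30 µM serotonin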
Target sequence (P35363 whole entry, looked up): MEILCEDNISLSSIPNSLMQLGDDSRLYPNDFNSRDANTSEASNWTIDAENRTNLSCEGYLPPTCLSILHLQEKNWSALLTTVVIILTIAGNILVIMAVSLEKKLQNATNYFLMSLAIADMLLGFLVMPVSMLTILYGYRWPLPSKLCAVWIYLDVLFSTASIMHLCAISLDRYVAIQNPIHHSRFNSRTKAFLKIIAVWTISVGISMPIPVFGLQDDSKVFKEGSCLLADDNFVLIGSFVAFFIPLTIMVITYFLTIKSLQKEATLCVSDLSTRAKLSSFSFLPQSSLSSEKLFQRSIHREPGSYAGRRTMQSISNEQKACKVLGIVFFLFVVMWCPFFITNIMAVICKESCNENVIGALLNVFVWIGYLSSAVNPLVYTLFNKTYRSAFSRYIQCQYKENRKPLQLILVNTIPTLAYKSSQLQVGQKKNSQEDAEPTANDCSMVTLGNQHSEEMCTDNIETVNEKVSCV
Glyco luc inh: blocks N-linked glycosylation in D54 reporter cells. D54 ERlucT glycosylation luciferase reporter, 24 h; percent of 100 nM tunicamycin response. reporter increase, % at 12.5 µM. 0.23% of 360,000 active;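 active means mean luciferase reporter signal, scaled so untreated is 0 and the glycosylation-blocking control 100, at or above a set limit in every replicate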;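 further: luciferase carries N-glycosylation sites so blocking glycosylation raises the light; 0% = median of neutral control wells and 100% = median of 100 nM tunicamycin wells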
NOD2 RIPK2 PPI: NOD2-RIPK2 protein interaction inhibition; CHO BLA complementation NOD2-RIPK2, CCF4 ratio; inhibition, % at 4.98 µM; 0.38% of 360,000 active; in the data active means inhibition above about 21%;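 further: 0% = vehicle only and 100% = reference blocker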
Target sequence (O43353 whole entry, looked up): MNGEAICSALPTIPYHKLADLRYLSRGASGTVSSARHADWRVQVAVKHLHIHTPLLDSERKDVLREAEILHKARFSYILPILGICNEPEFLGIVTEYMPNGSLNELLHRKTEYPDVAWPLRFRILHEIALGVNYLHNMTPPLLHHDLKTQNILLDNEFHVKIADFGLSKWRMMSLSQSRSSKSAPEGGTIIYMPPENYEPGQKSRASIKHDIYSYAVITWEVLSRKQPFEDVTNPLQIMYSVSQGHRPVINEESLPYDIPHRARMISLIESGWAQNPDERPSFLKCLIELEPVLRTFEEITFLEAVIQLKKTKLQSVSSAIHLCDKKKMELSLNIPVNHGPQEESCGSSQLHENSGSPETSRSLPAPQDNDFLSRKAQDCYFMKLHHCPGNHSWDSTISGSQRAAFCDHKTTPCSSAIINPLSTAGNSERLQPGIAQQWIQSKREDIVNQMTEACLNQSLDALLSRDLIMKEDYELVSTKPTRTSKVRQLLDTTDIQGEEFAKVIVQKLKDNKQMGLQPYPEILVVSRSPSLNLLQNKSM
MC4R ag barr: activates human MC4R beta-arrestin recruitment; U2OS MC4R beta-arrestin complementation, luminescence; percent of melanotan II response, DMSO zero; activation, % at 8.9 µM; AID 540308; 0.98% of 360,000 active;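 active means activation above a per-plate cutoff, the mean activation of sample wells on that plate plus 3 SD, cut at about 8% in these data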
MC4R antag cAMP: antagonists of human melanocortin 4 receptor (MC4R); P32245; MC4R-expressing cells, MTII-stimulated cAMP, LANCE TR-FRET; inhibition, % at 6.5 µM; 0.48% of 360,000 active;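 active means inhibition above its plate's cutoff, the mean of tested wells on that plate plus 3 SD, cut at about 29% in these data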;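 further: 0% = Melanotan II alone and 100% = Melanotan II plus saturating MCL0020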
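Material: U2OS-MC4R stable cell line | Reagent: Melanotan II challenge after compound preincubation | Doses: One concentration, 6.5 µM nominal | Incubation: 30-min compound preincubation, 1-h Melanotan II challenge, 1-h detection, room temperature | Signal: TR-FRET cAMP assay | Replicates: One well per compound, no replicates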
NCOA2 inhibitor: human SRC2 (NCOA2) inhibition; Q15596; HEK293 GAL4-SRC2 luciferase reporter, luminescence; inhibition, % at 9 µM; 0.17% of 370,000 active;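 active means inhibition above the mean inhibition of all tested compounds plus 3 SD, set per campaign, cut at about 52% in these data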;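 further: 0% = DMSO treated cells and 100% = cells given Gossypol at 36 µM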
TLR9-MyD88 block: TLR9-MyD88 interaction inhibition. CHO BLA complementation TLR9-MyD88, CCF4 FRET ratio. inhibition, % at 4.98 µM. 0.21% of 340,000 active. AID 504734;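 active means inhibition above the mean over all tested compounds plus 3 SD, cut at about 21% in these data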;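 further: 0% = DMSO only wells and 100% = clavulanate BLA inhibitor control wells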
Cardio protect: protects H9c2 cardiomyocytes from peroxide injury; protection from H2O2 cell death, % at 20 µM; 0.63% of 360,000 active; H2O2 injury protection, ATPLite, 2 h;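 active means compounds giving at least 50% protection of heart cells from peroxide-induced death in the single-dose screen, raw or plate-pattern-corrected value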;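 further: 0% = DMSO wells with peroxide and 100% = DMSO wells without peroxide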
ABCB6 inh 2: inhibitors of human ABC transporter ABCB6. K562-ABCB6 porphyrin accumulation, flow cytometry, 1 h; stronger effect = lower value. fluorescence ratio to DMSO, % at 10 µM. 0.19% of 360,000 active. Q9NP58;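 active means fluorescence ratio to DMSO below 75%, the collection mean minus 3 SD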;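 further: signal is porphyrin accumulated inside mitochondria; 100% equals median channel fluorescence of DMSO control wells; lower ratio means ABCB6 inhibition with less porphyrin fluorescence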
ABHD5-PLIN5 inh: inhibitors of human ABHD5-perilipin-5 interaction; Split G. princeps luciferase complementation, luminescence, 4 h; inhibition, % at 4 µM; 0.78% of 360,000 active; AID 602281;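 active means inhibition above the mean inhibition across every tested compound plus 3 SD, cut at about 22% in these data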;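 further: 0% = DMSO only wells and the 100% control is not disclosed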
* marks the source's active call; other numbers are inactive results.

`COc1cc(NC(=S)N2CCN(S(C)(=O)=O)CC2)cc(OC)c1` gave m5-HT2A agonist 12, Glyco luc inh 1, NOD2 RIPK2 PPI -11, MC4R ag barr -0.1, MC4R antag cAMP 7, NCOA2 inhibitor 11, TLR9-MyD88 block 3, Cardio protect -2, ABCB6 inh 2 101 and ABHD5-PLIN5 inh -9.
`O=C(CC1SC(N2CCOCC2)=NC1=O)Nc1ccccc1F` (centres undefined) gave m5-HT2A agonist -9, Glyco luc inh -1, NOD2 RIPK2 PPI 3, MC4R ag barr 2.0, MC4R antag cAMP -3, NCOA2 inhibitor -43, TLR9-MyD88 block -15, Cardio protect 3, ABCB6 inh 2 99 and ABHD5-PLIN5 inh -9.
`CC(NC(=O)c1cc(COc2ccccc2)on1)c1nccs1` (centres undefined) gave m5-HT2A agonist -1, Glyco luc inh -8, NOD2 RIPK2 PPI -11, MC4R ag barr -2.4, MC4R antag cAMP -2, NCOA2 inhibitor -32, TLR9-MyD88 block -6, Cardio protect -2, ABCB6 inh 2 99 and ABHD5-PLIN5 inh -6.
Screening C=C(C)C(=O)Nc1cccc(C2=NOC3(C2)C[C@@H](C(N)=O)N(C(=O)c2ccc(OC)cc2)C3)c1 (some centres undefined) returned m5-HT2A agonist 3, Glyco luc inh 0, NOD2 RIPK2 PPI -4, MC4R ag barr 0.1, MC4R antag cAMP 3, TLR9-MyD88 block 6, Cardio protect 7, ABCB6 inh 2 101 and ABHD5-PLIN5 inh -12.
Screening COc1ccc(CCNC(=O)C/C(C)=N/NC(=O)c2ccc(N)cc2)cc1OC returned m5-HT2A agonist 1, Glyco luc inh 1, NOD2 RIPK2 PPI -10, MC4R ag barr 0.2, MC4R antag cAMP -2, NCOA2 inhibitor -33, TLR9-MyD88 block -3, Cardio protect 1, ABCB6 inh 2 94 and ABHD5-PLIN5 inh 15.
Cc1oc(-c2ccccc2F)nc1CN1CCC(C(=O)NC2CC2)CC1 was read as m5-HT2A agonist 0, Glyco luc inh 2, NOD2 RIPK2 PPI 4, MC4R ag barr -2.2, MC4R antag cAMP 3, NCOA2 inhibitor -13, TLR9-MyD88 block -3, Cardio protect 5, ABCB6 inh 2 97 and ABHD5-PLIN5 inh -2.
`CN(C)S(=O)(=O)NC(c1ccccc1)c1ccccc1` gave m5-HT2A agonist 1, Glyco luc inh 2, NOD2 RIPK2 PPI -4, MC4R ag barr -0.5, MC4R antag cAMP 8, NCOA2 inhibitor 3, TLR9-MyD88 block -4, Cardio protect -5, ABCB6 inh 2 91 and ABHD5-PLIN5 inh -3.
Screening COc1ccc(OC)c(CCNC(=O)CC2Oc3ccccc3NC2=O)c1 (centres undefined) returned m5-HT2A agonist -6, Glyco luc inh 1, NOD2 RIPK2 PPI 0, MC4R ag barr -0.6, MC4R antag cAMP -5, NCOA2 inhibitor 12, TLR9-MyD88 block 4, Cardio protect 1, ABCB6 inh 2 100 and ABHD5-PLIN5 inh 7.
Cc1cccc(C)c1NC(=O)C(c1ccncc1)n1c(=O)c(-c2ccccc2)nc2ccccc21 (centres undefined) was read as m5-HT2A agonist -4, NOD2 RIPK2 PPI -2, NCOA2 inhibitor -23 and ABHD5-PLIN5 inh -5.
`CCOc1cc2c(cc1/C=C/c1noc(C)c1[N+](=O)[O-])OC(C)C2` (centres undefined) gave m5-HT2A agonist 11, Glyco luc inh 0, NOD2 RIPK2 PPI 2, MC4R ag barr 2.4, MC4R antag cAMP 5, NCOA2 inhibitor 4, TLR9-MyD88 block 6, Cardio protect -5, ABCB6 inh 2 inactive and ABHD5-PLIN5 inh -5.
For CSc1ccccc1C(=O)N1CCN(c2ccc(F)cc2)CC1 the results were m5-HT2A agonist -4, Glyco luc inh -1, NOD2 RIPK2 PPI 1, MC4R ag barr -0.5, MC4R antag cAMP 5, NCOA2 inhibitor 0, TLR9-MyD88 block 0, Cardio protect -4, ABCB6 inh 2 97 and ABHD5-PLIN5 inh -4.
CC1(C)CC(=O)CC(C)(C)N1OC(=O)c1ccco1 was read as m5-HT2A agonist -1, Glyco luc inh 0, NOD2 RIPK2 PPI 1, MC4R ag barr -1.7, MC4R antag cAMP 7, NCOA2 inhibitor 1, TLR9-MyD88 block 2, Cardio protect 4, ABCB6 inh 2 97 and ABHD5-PLIN5 inh 1.
Screening CCOC(=O)c1nc(Nc2cc(C)cc(C)c2)c2ccccc2n1 returned m5-HT2A agonist 2, Glyco luc inh 1, NOD2 RIPK2 PPI 3, MC4R ag barr -1.2, MC4R antag cAMP 17, NCOA2 inhibitor -22, TLR9-MyD88 block 10, Cardio protect 14, ABCB6 inh 2 100 and ABHD5-PLIN5 inh -5.
COc1ccccc1N1CCN(C2CCCN(C(=O)CCc3cnn(C)c3)C2)CC1 (centres undefined) was read as m5-HT2A agonist -1, Glyco luc inh 1, NOD2 RIPK2 PPI 1, MC4R ag barr 0.1, MC4R antag cAMP -3, NCOA2 inhibitor 23, TLR9-MyD88 block 3, Cardio protect -1, ABCB6 inh 2 89 and ABHD5-PLIN5 inh 6.
COc1cc(C(=O)OCC(=O)c2ccc(S(=O)(=O)N3CCCCC3)cc2)cc(OC)c1OC was read as m5-HT2A agonist -4, Glyco luc inh -6, NOD2 RIPK2 PPI -4, MC4R ag barr -0.8, MC4R antag cAMP 7, NCOA2 inhibitor 8, TLR9-MyD88 block 0, Cardio protect -9, ABCB6 inh 2 92 and ABHD5-PLIN5 inh 4.
CC1(C)c2[nH]c3ccccc3c2C[C@H]2C(=O)N(Cc3ccccc3)C(=O)N21 was read as m5-HT2A agonist 3, Glyco luc inh -5, NOD2 RIPK2 PPI 10, MC4R ag barr 0.8, MC4R antag cAMP 7, NCOA2 inhibitor -3, TLR9-MyD88 block -1, Cardio protect -3, ABCB6 inh 2 94 and ABHD5-PLIN5 inh 5.
`CC(C)C(=O)Nc1cc(S(=O)(=O)N2CCOCC2)ccc1N1CCCCC1` gave m5-HT2A agonist 0, Glyco luc inh 3, NOD2 RIPK2 PPI 7, MC4R ag barr -1.3, MC4R antag cAMP 5, NCOA2 inhibitor -5, TLR9-MyD88 block -2, Cardio protect -1, ABCB6 inh 2 97 and ABHD5-PLIN5 inh -7.
For CCN(CC)CCCNC(=S)N1CCN(c2nc3ccccc3n2CC)CC1 the results were m5-HT2A agonist 2, Glyco luc inh 2, NOD2 RIPK2 PPI -5, MC4R ag barr -0.1, MC4R antag cAMP 2, NCOA2 inhibitor 25, TLR9-MyD88 block 7, Cardio protect 6, ABCB6 inh 2 94 and ABHD5-PLIN5 inh -5.
Screening COc1cccc(NC(=O)CN2CCC(NC(=O)c3ccccc3C)CC2)c1 returned m5-HT2A agonist -1, Glyco luc inh 0, NOD2 RIPK2 PPI -4, MC4R ag barr -1.1, MC4R antag cAMP 2, NCOA2 inhibitor 17, TLR9-MyD88 block -9, Cardio protect 6, ABCB6 inh 2 93 and ABHD5-PLIN5 inh 5.
COc1ccc(CCN(C)C(=O)COc2ccc(N(C)S(=O)(=O)c3ccc(C)cc3)cc2)cc1OC was read as m5-HT2A agonist -8, Glyco luc inh -2, NOD2 RIPK2 PPI -2, MC4R ag barr -3.0, MC4R antag cAMP 0, NCOA2 inhibitor 7, TLR9-MyD88 block 1, Cardio protect -4, ABCB6 inh 2 92 and ABHD5-PLIN5 inh -2.
For CCn1c(COc2ccccc2)nnc1SCC(=O)NC1CCCCC1 the results were m5-HT2A agonist -11, Glyco luc inh -2, NOD2 RIPK2 PPI 4, MC4R ag barr -1.9, MC4R antag cAMP 1, NCOA2 inhibitor -11, TLR9-MyD88 block 4, Cardio protect 2, ABCB6 inh 2 95 and ABHD5-PLIN5 inh -7.
`CC(C)c1cc(Cn2c3ccccc3c(=O)n2C(C)Cn2cc(-c3ccccc3)nn2)on1` (centres undefined) gave m5-HT2A agonist 1, NOD2 RIPK2 PPI -5, NCOA2 inhibitor 9 and ABHD5-PLIN5 inh 2.
Screening C=CCn1c(SCC(=O)NCC)nc2sc3c(c2c1=O)CCC3 returned m5-HT2A agonist -3, Glyco luc inh 8, NOD2 RIPK2 PPI -16, MC4R ag barr -2.1, MC4R antag cAMP 3, NCOA2 inhibitor -4, TLR9-MyD88 block -3, Cardio protect -5, ABCB6 inh 2 100 and ABHD5-PLIN5 inh 8.
For Fc1ccc2cnc(-c3ccccc3)c(-c3ccc(C(F)(F)F)cc3)c2c1 the results were m5-HT2A agonist 6, Glyco luc inh -2, NOD2 RIPK2 PPI 0, MC4R ag barr 1.5, MC4R antag cAMP 11, NCOA2 inhibitor 1, TLR9-MyD88 block -7, Cardio protect -8, ABCB6 inh 2 103 and ABHD5-PLIN5 inh 7.
Oc1[nH]c2ccccc2c1N=Nc1ccccc1 was read as m5-HT2A agonist 6, Glyco luc inh 0, NOD2 RIPK2 PPI 8, MC4R ag barr -1.7, MC4R antag cAMP -5, NCOA2 inhibitor 4, TLR9-MyD88 block 1, Cardio protect -11, ABCB6 inh 2 96 and ABHD5-PLIN5 inh -7.
`COc1ccc(-c2cn(CCN)c(-c3ccncc3)n2)cc1` gave m5-HT2A agonist 11, Glyco luc inh 1, NOD2 RIPK2 PPI 7, MC4R ag barr 1.9, MC4R antag cAMP 2, NCOA2 inhibitor 3, TLR9-MyD88 block -1, Cardio protect -2, ABCB6 inh 2 106 and ABHD5-PLIN5 inh 5.
Screening Cc1cc2ncn(/N=C/c3ccc(-c4ccccc4)o3)c2cc1C returned m5-HT2A agonist 2, Glyco luc inh 0, NOD2 RIPK2 PPI -4, MC4R ag barr 1.9, MC4R antag cAMP -2, NCOA2 inhibitor 7, TLR9-MyD88 block 8, Cardio protect 17, ABCB6 inh 2 107 and ABHD5-PLIN5 inh -1.
Screening CC(=O)c1ccc(-c2cnc3c(NC=O)cc(-c4ccc(C(=O)N5CCOCC5)cc4)cn23)cc1 returned m5-HT2A agonist -1, Glyco luc inh -10, NOD2 RIPK2 PPI -4, MC4R ag barr 4.7, MC4R antag cAMP -3, NCOA2 inhibitor -27, Cardio protect 36, ABCB6 inh 2 95 and ABHD5-PLIN5 inh 2.
Screening O=C(Nc1ccccc1OC(F)F)c1ccc(F)cc1 returned m5-HT2A agonist 6, Glyco luc inh 1, NOD2 RIPK2 PPI 1, MC4R ag barr 0.7, MC4R antag cAMP -8, NCOA2 inhibitor 8, TLR9-MyD88 block 2, Cardio protect 4, ABCB6 inh 2 91 and ABHD5-PLIN5 inh 1.
Screening Clc1ccc(-c2cn3ccccc3n2)cc1 returned m5-HT2A agonist -1, Glyco luc inh -15, NOD2 RIPK2 PPI 3, MC4R ag barr 0.9, MC4R antag cAMP 4, NCOA2 inhibitor -37, TLR9-MyD88 block 3, Cardio protect -16, ABCB6 inh 2 99 and ABHD5-PLIN5 inh 11.
For Cc1ccc(NC(=O)c2cccs2)cc1NC(=O)c1ccccc1Cl the results were m5-HT2A agonist 0, Glyco luc inh -4, NOD2 RIPK2 PPI -6, MC4R ag barr -0.8, MC4R antag cAMP -15, NCOA2 inhibitor -42, TLR9-MyD88 block 4, Cardio protect -3, ABCB6 inh 2 91 and ABHD5-PLIN5 inh -1.

These rows are one share of the data; rates above refer to the full screens.
